Bioassay records as filed in PubChem.
Luc counter: counter-screen: inhibitors of Kinase-Glo firefly luciferase; Q27757; Kinase-Glo luciferase, ATP luminescence, 8 min; Potency, µM (doses to about 38.3 µM), for inactives: top-dose activity change, negative = inhibition, actives largely listed as inhibitors; 0.28% of 200,000 active; note: potency is the fitted concentration of half-maximal effect; % is set by controls: 0 for no effect and ±100 for the full control effect; nearly all actives have a fitted effect of over 60% in size
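Compound is pinned into ATP-containing buffer (10 uM ATP, imidazole pH 7.2, 7 mM MgCl2). Kinase-Glo luciferase reagent is then added. Light output is recorded following an 8-min room-temperature incubation.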
Epigenetic reg: epigenetic control regulation, reporter derepression | murine LDR cells, GFP reporter derepression, 30 h | 0.2% of 280,000 active | AID 1865 | Potency, µM (titrated, usually from 53.9 µM), for the others: at the top dose GFP activation, usual class: activators; note: potency is the fitted concentration of half-maximal effect; % of control where 0% means no effect; nearly all actives have a fitted effect of over 60% in size
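Murine LDR cells bearing a silenced CMV-driven GFP reporter were exposed to compound for 30 h at 37 C. After PBS washes, GFP-positive cells (20-120 um objects) counted by laser-scanning microplate cytometry.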
NPSR antagonist: antagonists of human neuropeptide S receptor cAMP signaling; Potency, µM (doses to about 38.3 µM), inactives show at the top dose activity change, negative = inhibition, usual class: inhibitors; 1% of 220,000 active; Q6W5P4; CHO-NPSR cells, cAMP TR-FRET, antagonist mode; AID 1461; note: potency is the fitted concentration of half-maximal effect; % is set by controls: 0 for no effect and ±100 for the full control effect; nearly all actives have a fitted effect of over 50% in size; many of its hits are not listed in these tables
Target sequence (Q6W5P4 whole entry, looked up): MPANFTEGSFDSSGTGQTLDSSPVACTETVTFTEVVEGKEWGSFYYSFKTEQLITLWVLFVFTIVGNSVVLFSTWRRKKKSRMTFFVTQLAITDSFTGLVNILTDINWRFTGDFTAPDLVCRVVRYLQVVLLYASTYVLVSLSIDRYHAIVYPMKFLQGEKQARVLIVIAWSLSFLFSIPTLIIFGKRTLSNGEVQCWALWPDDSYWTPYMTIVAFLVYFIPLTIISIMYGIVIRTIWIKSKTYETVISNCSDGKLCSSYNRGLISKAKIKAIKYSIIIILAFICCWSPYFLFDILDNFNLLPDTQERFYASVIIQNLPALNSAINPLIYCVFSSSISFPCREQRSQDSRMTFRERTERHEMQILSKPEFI
LMNA splice mod: LMNA splicing modulation. HeLa LMNA splicing GFP/RFP minigene ratio, 48 h. Potency, µM (titrated, usually from 46.1 µM), inactives show top-dose ratio change, negative = inhibition, usual class: inhibitors. 0.01% of 200,000 active; active = well fitted inhibition curve with a large enough effect in the signal ratio, with a control signal flat, not every such curve was filed as active; inconclusive = small, poorly fitted or top-dose-only effect, or effect the other way, or a change in a side signal; the % refers to the signal ratio; note: potency is the fitted concentration of half-maximal effect; % is set by controls: 0 for no effect and ±100 for the full control effect
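S3 HeLa cells stably expressing lamin A-EGFP splicing minigene plus DsRed2, 600 cells/well, 48 h compound exposure at 37C. Laser-scanning cytometry; analysed as GFP (500-530 nm)/RFP (575-640 nm) total intensity ratio; 0.5% DMSO vehicle.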
HttQ103 aggreg: mutant huntingtin aggregation inhibition. PC12 HttQ103-GFP aggregates, Acumen cytometry, 40 h. Potency, µM (series often up to 46.1 µM), without a hit: at the highest dose activity change, negative = inhibition, most hits filed as inhibitors. 1.1% of 220,000 active. AID 1688; note: potency is the fitted concentration of half-maximal effect; % is set by controls: 0 for no effect and ±100 for the full control effect; nearly all actives have a fitted effect of over 60% in size
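Aggregate formation scored by laser-scanning cytometer (488 excitation, 500–530 emission) in lysed PC12 cells expressing Q103-GFP after 100 nM tebufenozide induction; library tested in dose series, with ATPLite reagent added in the multiplex.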
CBFb RUNX1 block: blocks binding between human CBF-beta and RUNX1 | Q01196+Q13951 | Potency, µM (highest dose often 59.8 µM), for inactives: at the top dose activity, negative = inhibition, hits mostly inhibitors | 230,000 tested, under 10 active | AlphaScreen CBFb-His/RUNX1-biotin binding, biochemical; note: % of control where 0% means no effect
Target sequence (Q01196 whole entry, looked up): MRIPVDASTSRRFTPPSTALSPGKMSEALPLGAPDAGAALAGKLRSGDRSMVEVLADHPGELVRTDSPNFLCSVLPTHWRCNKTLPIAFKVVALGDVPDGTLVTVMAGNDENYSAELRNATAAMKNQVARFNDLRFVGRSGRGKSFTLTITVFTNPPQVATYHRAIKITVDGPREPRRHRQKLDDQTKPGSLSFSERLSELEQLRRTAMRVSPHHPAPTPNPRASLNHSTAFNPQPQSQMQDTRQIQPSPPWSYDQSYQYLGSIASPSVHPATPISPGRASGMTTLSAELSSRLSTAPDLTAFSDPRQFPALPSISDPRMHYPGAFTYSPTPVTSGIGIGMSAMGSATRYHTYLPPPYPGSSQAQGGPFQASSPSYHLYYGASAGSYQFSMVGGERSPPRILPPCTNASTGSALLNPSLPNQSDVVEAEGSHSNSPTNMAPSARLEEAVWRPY
Target sequence (Q13951 whole entry, looked up): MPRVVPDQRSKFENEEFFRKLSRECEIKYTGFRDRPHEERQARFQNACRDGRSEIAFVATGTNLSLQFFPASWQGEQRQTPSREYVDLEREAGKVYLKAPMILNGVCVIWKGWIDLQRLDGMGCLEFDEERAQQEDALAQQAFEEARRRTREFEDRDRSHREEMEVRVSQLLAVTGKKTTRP
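Compounds were screened at multiple concentrations against a preformed CBF-beta(His)/RUNX1(biotin) complex (30 nM of each) for 15 min at room temperature, followed by 90 min with nickel and streptavidin beads and AlphaScreen reading.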
IMPase Li inh: cell-permeable IMPase inhibitors with lithium potentiation. CHO-M1 cells, IP1 TR-FRET (IP-One), carbachol + lithium. Potency, µM (series often up to 59.4 µM), for the others: at the top dose activity, negative = IMPase inhibition, hits mostly inhibitors. 0.35% of 210,000 active. AID 1457;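 note: IP1 builds up when IMPase is blocked and the TR-FRET signal falls; potency is the fitted concentration of half-maximal effect; plate controls were basal vehicle for no effect and high inhibitor control for full effect; nearly all actives have a fitted effect of over 50% in size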
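Readout is a homogeneous TR-FRET IP1 immunoassay (Ex 320, Em 665 and 620), where raised cytosolic IP1 lowers signal. Cells were CHO-M1 treated 30 min at 37C with test compounds plus a little lithium; AC50 values came from Hill-equation fitting.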
* hit, by the source's call; u = inconclusive; x = not tested or not shown; [ ] = remark or other dose. Unless noted, calls come from the whole dose curve; as a rule, active = well fitted curve in the direction sought with a large enough effect; inconclusive = small, poorly fitted or top-dose-only effect, or another doubt; inactive = no such curve, though single readings can be large; an effect the other way counts as inactive or inconclusive. This is a subset; count on the stated rates, not on these rows.

Results follow in this order: Luc counter	Epigenetic reg	NPSR antagonist	LMNA splice mod	HttQ103 aggreg	CBFb RUNX1 block	IMPase Li inh
(1) O=C(Nc1sc2c(c1C(=O)NC1CCCCC1)CCC2)c1ccco1
→ 1%	0.0%	-21%[46.1 µM]	7%	-13%	7%	4%[38.3 µM]
(2) Cc1ccc(S(=O)(=O)NCCCCCC(=O)N(C)C)cc1
→ -2%	-1.5%	-4%[46.1 µM]	7%	u	4%	5%[38.3 µM]
(3) CCOC(=O)C(C)Sc1cnccn1 (configuration not stated)
→ x	-0.2%	-15%	x	11%[9.22 µM]	14%	-1%
(4) CCCOC(=O)c1ccc(Nc2nc(C)cc(=O)[nH]2)cc1
→ -6%	-1.1%	-20%[46.1 µM]	-2%	1%	2%	8%[38.3 µM]
(5) CC(=O)Nc1ccc(NC(=O)Cn2nc([N+](=O)[O-])c(Br)c2C)cc1
→ -2%	-0.1%	6%	u	-10%	4%	3%
(6) COc1ccc([N+](=O)[O-])cc1NC(=S)NC(NC(=O)Cc1ccc(OC)c(OC)c1)C(Cl)(Cl)Cl (configuration not stated)
→ -3%	-1.2%	-17%[46.1 µM]	u	-10%	0%	9%[38.3 µM]
(7) Cc1ccc(-c2nnc(NCc3nc4ccccc4[nH]3)c3ccccc23)cc1S(=O)(=O)N1CCOCC1
→ 2%	1.0%	-26%[46.1 µM]	u	-11%	-13%	8%
(8) COc1ccccc1NCCC(=O)O
→ x	-1.9%	10%	x	-16%[9.22 µM]	3%	x
(9) CCc1nnc(NC(=O)NCN2C(=O)C3C4C=CC(C4)C3C2=O)s1 (configuration not stated)
→ -2%	-1.1%	-6%[46.1 µM]	2%	7%	2%	7%[38.3 µM]
(10) O=C(NCCN1CCCC1)C1CC(=O)N(C2CCCCC2)C1 (configuration not stated)
→ -6%	0.0%	0%[46.1 µM]	11%	24%	-1%	-22%[38.3 µM]
(11) COC(=O)c1ccc(C(c2c(N)n(CC(C)C)c(=O)[nH]c2=O)N2CCN(c3ccccc3)CC2)cc1 (configuration not stated)
→ -1%	-0.2%	u	-2%	11%	1%	1%[38.3 µM]
(12) O=C(C1CCCN(S(=O)(=O)c2ccc(Br)s2)C1)N1CCCCCC1 (configuration not stated)
→ 0%	0.0%	u	u	u	8%	7%[38.3 µM]
(13) Cc1ccc(-c2noc(CSc3nnc(Cc4cccs4)n3-c3ccccc3)n2)cc1
→ 0%	-0.8%	-26%[46.1 µM]	u	-29%	11%	35%[activator][38.3 µM]
(14) CC(=O)N(CCc1ccccc1C)Cc1cc2cc3c(cc2[nH]c1=O)OCO3
→ 8%	-14%	-1%[46.1 µM]	-7%	-18%	0%	u
(15) Cc1ccc(Nc2ccc(S(=O)(=O)N3CCOCC3)cc2[N+](=O)[O-])cc1C
→ -1%	0.0%	-22%	u	-23%	x	10%
(16) COc1ccc(N2CCN(C(=O)CSc3nnc(-c4cccnc4)n3-c3ccccc3)CC2)cc1
→ -1%	-4.4%	-9%[46.1 µM]	4%	3%	-3%	-8%[38.3 µM]
(17) O=C1C2C3C=CC(C3)C2C(=O)N1CCCCCCN1C(=O)C2C3C=CC(C3)C2C1=O (configuration not stated)
→ 11µM*	2.2%	-33%	x	-12%[9.22 µM]	-4%	-9%
(18) COc1ccc(N/C(=C(/C(Cl)=C(Cl)Cl)[N+](=O)[O-])n2nnc3ccccc32)cc1OC
→ -5%	3.9%	-12%[46.1 µM]	14%	-2%	-1%	3%[38.3 µM]
(19) Clc1ccc(Nc2ncn[nH]2)c(Cl)c1
→ 1%	-0.7%[10.1 µM]	0%	9%[46 µM]	-12%[9.22 µM]	3%	0%
(20) CC(C)Nc1nc(NC(C)C)nc(C(=O)OCCO)n1
→ -2%	-2.5%	-10%[46.1 µM]	13%	14%	u	-4%[38.3 µM]
(21) CN(C)/C=C1\Cc2ccccc2C1=O
→ x	-0.5%	2%	x	-9%[9.22 µM]	3%	x
(22) COC(=O)CSc1nnc(NC(=O)/C=C\c2ccc3c(c2)OCO3)s1
→ -1%	0.0%	9%	-4%	10%	-8%	-3%
(23) CCn1c2ccccc2c2cc(/C=N/NC(=O)c3cc(O)cc(O)c3)ccc21
→ -9%	1.0%	47%	x	11%[9.22 µM]	5%	-1%
(24) O=C(Nc1ccccc1Cl)C1CCN(Cc2cnn(-c3ccccc3)c2-n2cccc2)CC1
→ -5%	-1.3%	-1%[46.1 µM]	u	-38%	-10%	31%[activator][38.3 µM]
(25) CCOC(=O)C(=O)C1=C(N2CCOCC2)/C(=C\c2ccc(F)cc2)CC1
→ -2%	0.0%	-4%	1%	4%	-2%	6%
(26) CCC12CC3CC(C1)CC(C(=O)Nc1nn[nH]n1)(C3)C2
→ 1%	0.0%	-4%[46.1 µM]	-9%	10%	11%	15%[38.3 µM]
(27) Cc1cc(N)n(-c2ccc(S(=O)(=O)N3CCOCC3)cc2[N+](=O)[O-])n1
→ x	9.1%	-1%	x	5%[9.22 µM]	-2%	x
(28) Cc1ccc(-c2nn3c(C)nnc3s2)cc1NC(=O)c1cccs1
→ -1%	-1.0%	20%[46.1 µM]	-12%	11%	-11%	25%[38.3 µM]
(29) CC(OC(=O)Cc1coc2cc3c(cc12)CCC3)C(=O)NC(N)=O (configuration not stated)
→ 2%	-4.1%	-1%	-1%[46 µM]	1%	2%	2%
(30) Cc1ncc([N+](=O)[O-])n1CC(=O)NCc1ccccc1
→ -4%	4.2%	-2%[46.1 µM]	2%	-8%	-1%	5%[38.3 µM]
(31) COc1ccccc1C(CC(=O)c1ccccc1)CC(=O)c1ccccc1
→ 0%	0.0%	u	x	u	24%	25%
(32) CCCn1[nH]cc(SC)c(=O)c1=O
→ -2%	-2.5%	-13%[46.1 µM]	2%	4%	-3%	-1%[38.3 µM]
(33) C/C(=N\NC(=O)CC1N=C(Cc2ccccc2)NNC1=O)c1ccccc1 (configuration not stated)
→ 2%	-3.4%	12%[46.1 µM]	-5%[0.0737 µM]	9%	1%	-4%[38.3 µM]
(34) CCOC(=O)C(C)Sc1nnc(NC(=O)c2ccc(C)c([N+](=O)[O-])c2)s1 (configuration not stated)
→ 2%	1.0%	0%	-8%	-4%	2%	1%
(35) N#CC1(c2ccccc2)CCCN1C(=O)c1ccc(Br)cc1 (configuration not stated)
→ -2%	0.0%	u	-6%	11%	11%	25%[38.3 µM]
(36) CC(=O)c1cccc(NC(=O)CO/N=C2/CCCc3nonc32)c1
→ 0%	-1.2%	17%	x	-13%	1%	u
(37) NC1=NCCN1CC(=O)O
→ -3%	-0.3%	x	x	x	12%	16%
(38) CCOC(=O)N1CCC(N2Cc3cccc(C(=O)Nc4ccc(OC)c(OC)c4)c3C2=O)CC1
→ -4%	1.7%	-4%[46.1 µM]	0%	15%	-5%	12%[38.3 µM]
(39) COC(=O)c1ccc(/C=N/NS(=O)(=O)c2cc(C)ccc2C)cc1
→ 1%	3.2%	-10%	u	5%	14%	4%
(40) CCOc1ccc(C2=Nn3c(nnc3-c3ccco3)SC2)cc1
→ 7%	1.1%	-30%[46.1 µM]	-6%	-8%	-3%	19%[38.3 µM]
(41) CCOC(=O)N1CCN(c2cc(N(C)CCO)c([N+](=O)[O-])c3nonc23)CC1
→ 3%	-5.4%	0%	x	-9%	-1%	-1%
(42) CC(Nc1ccc2c(c1)OCCO2)C(=O)N1c2ccccc2CC1C (configuration not stated)
→ -1%	-0.8%	6%	10%[46 µM]	-19%	-21%	7%
(43) C=CCn1c(SCC(=O)NCCO)nc2sc(C)c(C)c2c1=O
→ x	0.0%	20%	x	-2%	-3%	-6%
(44) CN(CC(O)COCc1ccc2c(c1)OCO2)C1CCCCC1 (configuration not stated)
→ -3%	-1.5%	15%	4%	-12%	-7%	7%
(45) O=C(Nc1ccc(Cl)cc1C(=O)Nc1ccncc1)c1ccco1
→ -4%	-1.0%	-22%[46.1 µM]	13%	u	3%	25%[38.3 µM]
(46) CC1(c2ccc3c(c2)OCO3)NC(=O)N(CC(=O)NCCC2=CCCCC2)C1=O (configuration not stated)
→ 0%	-0.1%	5%[46.1 µM]	2%	0%	-3%	10%[38.3 µM]
(47) C=CCN(CC=C)C(=O)C1CCC(C(=O)N(CC=C)CC=C)CC1 (configuration not stated)
→ -2%	-1.1%	-13%[46.1 µM]	-9%	-2%	6%	5%

Exported with tabs: part of the list above.
#	molecule	Luc counter	Epigenetic reg	NPSR antagonist	LMNA splice mod	HttQ103 aggreg	CBFb RUNX1 block	IMPase Li inh
10	O=C(NCCN1CCCC1)C1CC(=O)N(C2CCCCC2)C1 (configuration not stated)	-6%	0.0%	0%[46.1 µM]	11%	24%	-1%	-22%[38.3 µM]
11	COC(=O)c1ccc(C(c2c(N)n(CC(C)C)c(=O)[nH]c2=O)N2CCN(c3ccccc3)CC2)cc1 (configuration not stated)	-1%	-0.2%	u	-2%	11%	1%	1%[38.3 µM]
12	O=C(C1CCCN(S(=O)(=O)c2ccc(Br)s2)C1)N1CCCCCC1 (configuration not stated)	0%	0.0%	u	u	u	8%	7%[38.3 µM]
13	Cc1ccc(-c2noc(CSc3nnc(Cc4cccs4)n3-c3ccccc3)n2)cc1	0%	-0.8%	-26%[46.1 µM]	u	-29%	11%	35%[activator][38.3 µM]
14	CC(=O)N(CCc1ccccc1C)Cc1cc2cc3c(cc2[nH]c1=O)OCO3	8%	-14%	-1%[46.1 µM]	-7%	-18%	0%	u
15	Cc1ccc(Nc2ccc(S(=O)(=O)N3CCOCC3)cc2[N+](=O)[O-])cc1C	-1%	0.0%	-22%	u	-23%	x	10%
16	COc1ccc(N2CCN(C(=O)CSc3nnc(-c4cccnc4)n3-c3ccccc3)CC2)cc1	-1%	-4.4%	-9%[46.1 µM]	4%	3%	-3%	-8%[38.3 µM]
17	O=C1C2C3C=CC(C3)C2C(=O)N1CCCCCCN1C(=O)C2C3C=CC(C3)C2C1=O (configuration not stated)	11µM*	2.2%	-33%	x	-12%[9.22 µM]	-4%	-9%
18	COc1ccc(N/C(=C(/C(Cl)=C(Cl)Cl)[N+](=O)[O-])n2nnc3ccccc32)cc1OC	-5%	3.9%	-12%[46.1 µM]	14%	-2%	-1%	3%[38.3 µM]
19	Clc1ccc(Nc2ncn[nH]2)c(Cl)c1	1%	-0.7%[10.1 µM]	0%	9%[46 µM]	-12%[9.22 µM]	3%	0%
20	CC(C)Nc1nc(NC(C)C)nc(C(=O)OCCO)n1	-2%	-2.5%	-10%[46.1 µM]	13%	14%	u	-4%[38.3 µM]
21	CN(C)/C=C1\Cc2ccccc2C1=O	x	-0.5%	2%	x	-9%[9.22 µM]	3%	x
